Source: PubChem BioAssay (Icahn School of Medicine at Mount Sinai)
ROC1-CUL1 inh: blocks human RBX1-Cullin-1 di-ubiquitin formation; P62877+Q13616; in vitro K48 di-Ub FRET, acceptor:donor ratio, 45 min; inhibition, % at 10 µM; 140,000 tested, 0.6% active; AID 1347404; in the data active = inhibition above about 25%
Target sequence (P62877 whole entry, looked up): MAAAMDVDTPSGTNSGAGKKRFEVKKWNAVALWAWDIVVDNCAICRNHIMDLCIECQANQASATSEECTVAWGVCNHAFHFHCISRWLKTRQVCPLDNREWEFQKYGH
Target sequence (Q13616 whole entry, looked up): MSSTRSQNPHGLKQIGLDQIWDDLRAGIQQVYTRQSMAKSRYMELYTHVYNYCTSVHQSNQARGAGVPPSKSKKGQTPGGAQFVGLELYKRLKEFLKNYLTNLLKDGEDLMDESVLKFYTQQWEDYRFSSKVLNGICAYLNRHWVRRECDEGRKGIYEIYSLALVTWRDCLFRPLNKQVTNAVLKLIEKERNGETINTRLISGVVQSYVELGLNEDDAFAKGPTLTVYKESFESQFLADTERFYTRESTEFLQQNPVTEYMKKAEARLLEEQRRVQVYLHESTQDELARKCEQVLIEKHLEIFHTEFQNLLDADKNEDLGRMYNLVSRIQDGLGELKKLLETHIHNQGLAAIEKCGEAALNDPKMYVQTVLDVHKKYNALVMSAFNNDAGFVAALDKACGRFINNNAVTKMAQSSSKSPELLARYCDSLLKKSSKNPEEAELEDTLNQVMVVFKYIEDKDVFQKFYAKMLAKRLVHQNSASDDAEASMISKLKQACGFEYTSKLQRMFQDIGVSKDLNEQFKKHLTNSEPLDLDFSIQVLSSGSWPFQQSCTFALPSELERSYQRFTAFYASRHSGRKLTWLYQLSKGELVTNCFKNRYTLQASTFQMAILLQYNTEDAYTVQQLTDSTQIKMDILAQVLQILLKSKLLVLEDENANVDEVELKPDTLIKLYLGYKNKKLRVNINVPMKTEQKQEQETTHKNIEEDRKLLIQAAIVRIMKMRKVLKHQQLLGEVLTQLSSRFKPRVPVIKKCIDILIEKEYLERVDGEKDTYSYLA
An asterisk follows results filed as active; & = joins results of further samples. This is a subset; count on the stated rates, not on these rows.

SMILES	ROC1-CUL1 inh
CCOc1ccc(CCN2C(=O)NC(=O)C3C2=NC(c2ccncc2)=NC3(C(F)(F)F)C(F)(F)F)cc1OCC (stereo unspecified)	-5.6
CCC1CN(CCC(=O)N(C)Cc2ccc(OC)c3ncccc23)Cc2cc(OC)ccc2O1 (stereo unspecified)	4.6
CCN(CC)C(=O)c1coc(COc2ccccc2F)n1	1.5
CC(C)CN1CCC(C2CCN(Cc3cccn3-c3nccs3)C2)CC1 (stereo unspecified)	-5.1
COc1ccc(-[n+]2c([O-])c(Cc3ccccc3)c(=O)n3c2CC(=O)C(c2ccccc2)=N3)cc1	3.8
CCOc1ccc(-c2nonc2NC(=O)c2oc3cc(Br)ccc3c2C)cc1	4.1
Cc1cccc(NC(=O)Nc2ncccc2C)c1	-0.3
CCOc1ccc(C2Nc3c(C)cccc3-c3cc(C)nn32)cc1 (stereo unspecified)	1.6
CCOc1ccccc1NC(=O)CSc1nccn1-c1ccc(Cl)cc1	-3.2
O=C(c1cccnc1)N1CC2CC3CC2C1C3O (stereo unspecified)	2.8
C/C=C/[C@H]1OC(=O)N(Cc2ccccc2)[C@H]1c1ccccc1	-5.4
O=C(c1ccccc1OC1CCN(Cc2ccco2)CC1)N1CCCC1	0.7
O=C1/C(=C/c2ccccc2)N=C(N2CCCCC2)N1c1cccc(Cl)c1	-3.2
COc1ccc(CCNc2ncnc3onc(C)c23)c(OC)c1	1.6
CCC(c1ccccc1)c1n[nH]c2c1CN(C(=O)c1csc(C)n1)CC2 (stereo unspecified)	7.6
COc1ccc(F)c(CC2(CCC(=O)N3CCCCC3c3ccccn3)CCC(=O)N2)c1 (stereo unspecified)	2.4
COc1cc2c(cc1OC)CN(CCC(C)c1ccc(Cl)cc1)CC2 (stereo unspecified)	4.0
COc1ccc(C(CNC(=O)c2ccc(F)cc2)N2CCCC2)cc1 (stereo unspecified)	-5.4
Cc1cc(=O)n2c(n1)sc1ccccc12	14.0&-2.3
O=C(N/N=C/c1ccc(I)o1)c1cc2c(ccc3ccccc32)o1	-4.1
CC(=O)c1cccc(NC(=O)Cn2c(C)c3cnn(-c4ccccc4)c(=O)c3c2C)c1	-12.6
CN(C(=O)c1ccccc1)c1ccc(OCC(=O)Nc2ccc(Cl)cc2Cl)cc1	0.5
c1ccc2c(c1)CSc1ccccc1C2NC1=NCCN1 (stereo unspecified)	9.0
Cc1ccc2nc(N3CCOCC3)[nH]c2c1	-8.0
CCn1c(SCC(=O)c2ccccc2)nnc1-c1cccc(Cl)c1	-3.9
COc1ccc(CCNC(=O)c2ccc(-n3c(C)cc4c3CCC(C)C4)cc2)cc1OC (stereo unspecified)	-0.8
CC(C)n1c(Oc2ccc(C(C)(C)C)cc2)nc2c1c(=O)n(C)c(=O)n2C	2.8
CCNc1nc(Sc2nc(C)cc(C)n2)nc(N(c2ccccc2)c2ccccc2)n1	1.4
COc1ccc(Cc2noc(-c3ccc(N4CCNC(=O)CC4)nc3)n2)cc1	-1.4
CCOC(=O)c1ccccc1NC(=O)CSc1nccn1Cc1ccco1	2.4
O=c1c2c(-c3ccc(F)cc3)ccnc2[nH]n1-c1ccc(Cl)cc1	-6.6
C=C(C)CN(CC)C(=O)C1CCN(c2nc(C)c3ccc(S(C)(=O)=O)cc3n2)CC1	2.1
Cc1cccc(N2CCN(C(=O)CC3C(=O)NCCN3Cc3ccccc3F)CC2)n1 (stereo unspecified)	-3.6
Cc1ccc(NC(=O)CN(C)S(=O)(=O)c2ccc3c(c2)n(C)c(=O)c(=O)n3C)cc1F	8.2
CCCC(C)C(=O)NC1CCCC1 (stereo unspecified)	3.6
O=C(c1cc(Cl)nnc1Cl)N1CCCC1	-1.4
Cc1cccc(NC(=O)C(C)Oc2cc(Cl)c(Cl)cc2Cl)c1 (stereo unspecified)	-2.7
Cc1oc2c(c(C)cc3oc(=O)c(CC(=O)NCc4ccc(F)cc4)c(C)c32)c1C	-2.7
COc1cc(/C=C2\SC(=O)N(c3cccc(Cl)c3)C2=O)cc(Br)c1OC	2.1
COC(=O)COc1ccc(/C=N/NC(=O)c2ccc(N(Cc3ccccc3Cl)S(C)(=O)=O)cc2)cc1	-4.5

Entries from the list above that contain an aryl thioether with sulfur outside any ring:
SMILES	ROC1-CUL1 inh
CCOc1ccccc1NC(=O)CSc1nccn1-c1ccc(Cl)cc1	-3.2
CCn1c(SCC(=O)c2ccccc2)nnc1-c1cccc(Cl)c1	-3.9
CCNc1nc(Sc2nc(C)cc(C)n2)nc(N(c2ccccc2)c2ccccc2)n1	1.4
CCOC(=O)c1ccccc1NC(=O)CSc1nccn1Cc1ccco1	2.4

The list continues.
SMILES	ROC1-CUL1 inh
CCOc1ccc(NC(=O)C2CCCN(S(=O)(=O)c3c(C)noc3/C=C/N(C)C)C2)cc1 (stereo unspecified)	-2.7
CCOC(=O)C1=C(C)N(C)C2(SC(C(=O)OC)=NN2c2ccc(C)cc2)S1 (stereo unspecified)	1.0
Cc1nc2ccc(Cl)cc2c(-c2ccccc2)c1C1=NN(C(=O)CCC(=O)O)C(c2ccccc2Cl)C1 (stereo unspecified)	4.7
C=CCN(CC=C)S(=O)(=O)c1ccc(NC(=O)COc2ccc(CC)cc2)cc1	-5.2
COc1ccccc1Nc1nc(-c2ccc(Cl)cc2)cs1	0.9
CCc1ccccc1N(C)C(=O)c1cn(CC(C)C)c(=O)c2cc(OC)c(OC)cc12	-4.0
Cc1nc(N=C2N=C3CCCC3C(=O)N2)nc2ccccc12 (stereo unspecified)	-3.2
CCN1C(=O)c2cccc3c(O)ccc1c23	-14.4
O=C(CSc1nc(-c2ccc(F)cc2)cc(C(F)(F)F)n1)NCCN1CCOCC1	-4.6
CC1(c2ccccc2)CC(C)(C)N(CC(=O)c2ccc([N+](=O)[O-])cc2)c2ccccc21 (stereo unspecified)	3.1
Cc1c(Cl)cccc1NC(=O)C12CCC(C)(C(=O)C1Br)C2(C)C (stereo unspecified)	-1.8
Cc1ccc(N(C(=O)COc2ccccc2C)S(=O)(=O)c2ccc(Cl)cc2)cc1	10.2
O=C(O)c1cccc2cccc(-c3c4c(=O)c5ccccc5c4nc4c3c(=O)c3ccccc34)c12	0.4
O=C(O)Cn1nc(N2CCN(c3ccc(F)cc3)CC2)ccc1=O	-3.0
CCN1N=C(c2cc(Cl)sc2Cl)CSC1=O	-2.8
O=C(N/N=C/c1ccccc1OC(=O)c1ccc2c(c1)OCO2)c1cccc(F)c1	-2.5
Nc1c(C(=O)Nc2ccc(F)cc2F)sc2ncccc12	-1.1
COCCn1cnc2cc(NC(=O)C3CCCCC3)cc(C(=O)N(C)C3CCCCC3)c21	2.0
CCOc1ccc(S(=O)(=O)Nc2ccc(O)c(C(=O)O)c2)cc1	-3.0
O=C(CCC1CCCCC1)NNC(=O)NC12CC3CC(CC(C3)C1)C2	-4.1
CC(C)Sc1ncc(Cl)c(C(=O)Nc2nc3ccc(S(C)(=O)=O)cc3s2)n1	-4.5
CCn1c(SC(C)C)nnc1-c1cc(-c2ccccc2)sc1N	-4.1
Cc1ccc(O)c(-c2n[nH]c3c2C(c2ccc(F)cc2)N(Cc2ccco2)C3=O)c1 (stereo unspecified)	0.0
Cc1ccc(NC(=O)Cn2c(=O)n(CCc3ccccc3)c(=O)c3c4c(sc32)CCCC4)cc1C	-9.8
CC(C)(C)CC(=O)N1CCCC1C(=O)Nc1ccccc1Oc1cccnc1 (stereo unspecified)	5.7
O=C1CC(c2ccc(O)cc2)c2cc3c(cc2N1)OCO3 (stereo unspecified)	-0.6
CCc1ccccc1NC(=O)CSc1nc(C)c(C(=O)Nc2ccccc2)c(-c2ccc(Cl)cc2)c1C#N	11.6
COc1ccc(Cl)cc1-c1n[nH]c(=S)n1-c1ccc(C(=O)O)cc1	3.3
COc1ccc(NC(=O)c2ccco2)cc1NC(=O)C(C)(C)Oc1ccc(Cl)cc1	3.9
CCOC(=O)C1=C(c2ccccc2)N=c2s/c(=C\c3ccc(-c4ccc(C(=O)O)c(Cl)c4)o3)c(=O)n2C1c1ccc(Cl)cc1 (stereo unspecified)	-4.4
CC1(c2ccccc2)C(Cl)(Cl)C1(C)c1ccccc1 (stereo unspecified)	7.3
Cc1nn(-c2ccccc2)c(C)c1NC(=S)NC(=O)c1cccs1	-6.9
COCC1CCCN(C(=O)c2ccc(N3CCCC3)nc2)C1 (stereo unspecified)	3.9
Cc1cc(CC2=NC(=S)N(CC(C)C)C2=O)c(C)n1C	-2.2
COc1ccc(-c2ccc(CCC(=O)O)n2-c2ccc(Cl)cc2C)cc1	4.6
COc1ccccc1CNC(=O)CCc1c(C)nc2cc(-c3ccc(Cl)cc3)nn2c1C	-2.9
Cc1sc2nc(SC/C=C/c3ccccc3)[nH]c(=O)c2c1C	-2.2
COc1cccc(N2CCN(C(=O)CCCn3c(=O)[nH]c4ccc(Br)cc4c3=O)CC2)c1	-12.5
CC(C)NC(=O)c1ccccc1NC(=O)C1CCN(S(=O)(=O)N(C)C)CC1	-2.7
COC(=O)c1cccc(CCN2CCN(Cc3ccccc3)CC2)c1	-1.0

Gathered by group: those above with a CF3 group (two)
SMILES	ROC1-CUL1 inh
CCOc1ccc(CCN2C(=O)NC(=O)C3C2=NC(c2ccncc2)=NC3(C(F)(F)F)C(F)(F)F)cc1OCC (stereo unspecified)	-5.6
O=C(CSc1nc(-c2ccc(F)cc2)cc(C(F)(F)F)n1)NCCN1CCOCC1	-4.6

(cont.)
SMILES	ROC1-CUL1 inh
CC(C)CN(CCCNC(=O)c1cc(-c2cccs2)nc2ccccc12)CC(C)C	1.2
Cc1csc(NC(=O)C(C)c2cccc(C(=O)c3ccccc3)c2)n1 (stereo unspecified)	-3.1
CCn1c(-c2ccccc2F)nc2cc(C(=O)N3CCC(OC)CC3)cc(NC(C)=O)c21	5.4
Cc1cc(C)c(NC(=O)CSc2nnc(COc3c(C)cccc3C)o2)c(C)c1	-4.8
CSc1nnc(SC)c2[nH]cnc12	1.2
COc1ccc(S(=O)(=O)N2CCN(C(=O)C3CCCCC3)CC2)cc1	6.7
O=C(Nc1ccc(S(=O)(=O)Nc2cnc3ccccc3n2)cc1)c1cc(-c2ccccc2Cl)nc2ccccc12	-3.9
COc1ccc(-n2nnnc2C2CCN(S(=O)(=O)c3ccc(NC(C)=O)cc3)CC2)cc1	-2.3
O=C(Nc1cccc2cccnc12)c1ccc(-c2cccc(Cl)c2)o1	-10.2
Cc1nc(NCCCN2CCOCC2)c2cc(-c3ccccc3)sc2n1	-5.4
CCOC(=O)C1C(CS(=O)(=O)c2ccc(Br)cc2)=NC(=O)NC1c1ccccc1 (stereo unspecified)	-4.3
Cc1ccccc1OCc1nnc(SCC(=O)Nc2ccc(Cl)cc2Cl)n1Cc1ccccc1	-4.0
O=[N+]([O-])c1ccc(C2Nc3ccc(Br)cc3C(c3ccccc3)O2)cc1 (stereo unspecified)	-3.8
CC(C)C12CN3CC(C(C)C)(CN(C1)C3c1c[nH]c3ccccc13)C2=O (stereo unspecified)	-5.9
Cc1nnc(SCC(=O)NCc2cccc(F)c2)c2nn(-c3ccccc3)c(C)c12	18.5
Cc1ccn(-c2cc(-c3cccs3)cc(-n3ccc(C)n3)n2)n1	2.5
Cc1nc(=O)c2ccccc2n1C1=CCCCC1	2.5
COc1cc(Cl)c(NC(=O)CN2C(=O)c3cccnc3Sc3ccccc32)c(OC)c1	14.6
Cc1ccc(Nc2nc(O)c(C3=c4ccccc4=NC3=O)s2)cc1	4.8
C/C(=N/OC(=O)c1ccc(C(=O)O/N=C(/C)c2cccs2)cc1)c1cccs1	-6.5
CSc1ccc(CNCCN2CCOCC2)cc1	0.8
O=C(O)c1ccc(-c2ccccn2)cc1	-2.0
Cc1cc(C)n(CC(O)Cn2cnc3c2c(=O)n(C)c(=O)n3C)n1 (stereo unspecified)	0.3
Cc1ccc(C)c(-n2c(Cc3cccs3)n[nH]c2=S)c1	7.9
CNS(=O)(=O)c1cc(NC(C)=O)c(C)cc1C	4.9
Cc1ccc(S(=O)(=O)C2(C(=O)Nc3ccc(C)c(Cl)c3)CC2)cc1	8.1
COc1cccc(CNC(=O)CCc2c(C)c3cc4c(C)coc4cc3oc2=O)c1	3.1
Cc1ccc(C(=O)Nc2ccc3oc(-c4cc(Br)ccc4Cl)nc3c2)cc1C	-2.5
C=CCN1C(=O)C(=O)C(C(C)=O)C1c1ccccc1F (stereo unspecified)	1.1
CSc1nc2ccccc2n1C1CCCCC1	-1.0
COc1cc(N2C(=O)c3ccccc3C2=O)ccc1-n1nc(C)cc1C	-0.7
O=C(C1CCN(S(=O)(=O)Cc2ccccc2)CC1)N1CCN(c2ccccc2F)CC1	6.1
O=C(CCn1cncn1)N1CCc2[nH]nc(-c3ccc(C(F)(F)F)cc3)c2C1	11.2
CCNC(=S)Nc1ccc(C)c(Cl)c1	-0.6
CCc1ccc(S(=O)(=O)Nc2cccc(-c3ccc(N4CCCCC4)nn3)c2)s1	9.8
CC1(c2ccco2)CC(=O)c2ccccc2O1 (stereo unspecified)	-8.4
Cc1nc([N+](=O)[O-])c(N2CCOCC2)n1Cc1ccccc1	6.8
COc1cc(Cl)c(CN2Cc3ccccc3OC(C)C2)cc1OC (stereo unspecified)	7.4
COC(=O)c1c(-c2ccc(Br)cc2)csc1NC(=O)C1CCCCC1C(=O)O (stereo unspecified)	6.0
CCc1ccc(NC(=O)CSc2nnc(COc3ccc(OC)cc3)n2C)cc1	0.4
Cc1csc2c(N3CCC(n4cc(CC(C)O)nn4)CC3)ncnc12 (stereo unspecified)	7.6
NC(=O)CSc1nc2ncccc2[nH]1	1.1
O=[N+]([O-])c1ccc(Oc2sc(Nc3cccc(Cl)c3)nc2-c2ccccc2)cc1	-9.6
COc1cc(/C=C2/C(=O)NN(c3ccc(C)c(Cl)c3)C2=O)ccc1OCc1ccccc1	0.9
C/C(CC(=O)Nc1ccc(Cl)c(C(F)(F)F)c1)=N\NC(=O)c1cccc(C)c1O	0.7

Entries from the list above that have a nitro group on carbon (4):
SMILES	ROC1-CUL1 inh
CC1(c2ccccc2)CC(C)(C)N(CC(=O)c2ccc([N+](=O)[O-])cc2)c2ccccc21 (stereo unspecified)	3.1
O=[N+]([O-])c1ccc(C2Nc3ccc(Br)cc3C(c3ccccc3)O2)cc1 (stereo unspecified)	-3.8
Cc1nc([N+](=O)[O-])c(N2CCOCC2)n1Cc1ccccc1	6.8
O=[N+]([O-])c1ccc(Oc2sc(Nc3cccc(Cl)c3)nc2-c2ccccc2)cc1	-9.6
